Screening data as filed in PubChem BioAssay.
AGP1 TOR yeast: modulators of TOR pathway AGP1-GFP in S. cerevisiae | S. cerevisiae AGP1-GFP multiplex flow cytometry, 3 h; GFP as percent of DMSO wells | actives 0.02% (n = 320,000) | AID 2066 | GFP response vs DMSO, % at 10 µM;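 active = GFP response relative to DMSO above a set limit, near screen average plus 3 SD, cut at about 150% in these data; inconclusive = fewer than 70 cells counted for the yeast strain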;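 also: median GFP channel fluorescence of the gated AGP1 strain per well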
LAP4 TOR yeast: modulators of TOR pathway LAP4-GFP in S. cerevisiae. S. cerevisiae LAP4-GFP multiplex, flow cytometry GFP, 3 h; median GFP as percent of DMSO wells. GFP response vs DMSO, % at 10 µM. actives 0.34% (n = 320,000). AID 2023;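 active = GFP response vs DMSO above a set limit, about the screen mean plus 3 SD, cut at about 150% in these data; inconclusive = under 70 cell events counted for the yeast strain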
CIT2 TOR yeast: modulators of TOR pathway CIT2-GFP in S. cerevisiae | S. cerevisiae CIT2-GFP strain, flow cytometry, 3 h; 100 means same as DMSO wells | GFP response vs DMSO, % at 10 µM | actives 0.065% (n = 320,000);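 active = GFP response relative to DMSO above a set limit, near the screen mean plus 3 SD, cut at about 150% in these data; inconclusive = Fewer than 70 cells measured for a yeast strain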;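 also: ratio of well median GFP fluorescence to mean of DMSO wells on the plate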
Yeast superoxide: caloric restriction mimetics inhibiting age-related superoxide in yeast; S. cerevisiae aged cells, superoxide DHE fluorescence; hits give low values; superoxide response (% of plate mean), % at 10 µM; actives 0.18% (n = 330,000);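 active = superoxide response under a set limit, about three screen SD below normal, cut at about 65% in these data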;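 also: yeast aged for seven days with compound at 30 °C before DHE staining; 100% = average MFI of all compound-treated wells on the plate with controls excluded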
GRK2 aptamer HTS: human GRK2 inhibition via aptamer displacement | bead flow cytometry, FAM-aptamer displacement from GRK2 | inhibition of aptamer binding, % at 10 µM | actives 0.59% (n = 330,000) | AID 488847;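 active = inhibition of aptamer binding above 40%, roughly 3 SD of noise, on plates passing a quality check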;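 also: median bead fluorescence of bound FAM aptamer so fluorescent compounds give negative values; no value below 0 was filed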
Target sequence (P25098 whole entry, looked up): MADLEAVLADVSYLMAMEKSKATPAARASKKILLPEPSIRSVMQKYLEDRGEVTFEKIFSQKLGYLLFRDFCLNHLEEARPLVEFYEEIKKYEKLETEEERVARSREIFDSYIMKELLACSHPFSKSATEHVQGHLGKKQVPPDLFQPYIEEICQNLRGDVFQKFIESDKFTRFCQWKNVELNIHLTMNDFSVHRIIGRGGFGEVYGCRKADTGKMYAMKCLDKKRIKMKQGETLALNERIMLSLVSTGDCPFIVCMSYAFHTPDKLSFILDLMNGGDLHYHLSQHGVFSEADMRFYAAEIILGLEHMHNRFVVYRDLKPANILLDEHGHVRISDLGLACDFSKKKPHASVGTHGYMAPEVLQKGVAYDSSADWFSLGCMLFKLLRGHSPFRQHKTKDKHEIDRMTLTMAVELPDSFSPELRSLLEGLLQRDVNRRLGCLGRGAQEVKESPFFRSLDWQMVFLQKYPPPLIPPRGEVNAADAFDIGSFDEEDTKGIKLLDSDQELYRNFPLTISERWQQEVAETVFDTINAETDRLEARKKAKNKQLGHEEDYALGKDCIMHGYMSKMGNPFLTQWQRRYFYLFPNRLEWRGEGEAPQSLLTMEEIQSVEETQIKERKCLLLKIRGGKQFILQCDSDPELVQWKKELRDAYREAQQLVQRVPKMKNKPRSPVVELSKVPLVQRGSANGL
VLA-4 inh: inhibition in a human VLA-4 binding assay; VLA-4 expressing cells, ligand binding flow cytometry; inhibition, % (about 7 µM as worked out from the volumes in the protocol); actives 0.2% (n = 330,000); AID 2557; in the data active = inhibition above about 50%
RPL19A-GFP yeast: alters RPL19A-GFP fluorescence in TOR pathway yeast screen; actives 0.3% (n = 330,000); S. cerevisiae RPL19A-GFP strain, flow cytometry, 3 h; hits give low values; percent response vs DMSO, % at 10 µM;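 active = percent response vs DMSO below 50%; inconclusive = fewer than 70 events counted for the yeast strain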;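 also: median channel GFP fluorescence of the barcoded RPL19A-GFP strain; ratio of sample median GFP to plate DMSO average so 100% = DMSO; lower means less RPL19A-GFP as with rapamycin TOR inhibition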
MEP2-GFP yeast: alters MEP2-GFP fluorescence in TOR pathway yeast screen; S. cerevisiae MEP2-GFP strain, flow cytometry GFP, 3 h; 100% = DMSO control level; GFP response vs DMSO, % at 10 µM; actives 0.51% (n = 330,000); AID 2016;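 active = GFP response versus DMSO above a set limit, roughly screen mean plus 3 SD, cut at about 180% in these data; inconclusive = fewer than 70 cells counted for a yeast strain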;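 also: median GFP fluorescence of the barcode-gated MEP2-GFP cells per well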
Active calls of the source: *; ? = inconclusive; . = not tested or not shown; [ ] = remark or other dose.

#	SMILES	AGP1 TOR yeast	LAP4 TOR yeast	CIT2 TOR yeast	Yeast superoxide
1	COc1ccccc1NC(=O)N1CCCC(C(=O)Nc2cccc(C)c2C)C1 (stereo unspecified)	106	104	100	101
2	CCCCCc1ccc(C2=NNC(=O)CC2)cc1	89	91	97	110
3	C[C@H](CO)N1C[C@H](C)[C@@H](CN(C)S(=O)(=O)c2cccs2)Oc2ccc(NS(=O)(=O)c3ccccc3)cc2CC1=O	94	89	95	103
4	CCCN1/C(=C2/SC(=S)N(CC)C2=O)C=Cc2ccccc21	103	102	101	117
5	O=C(Nc1cnc2ccccc2c1)C1COc2ccccc2O1 (stereo unspecified)	81	97	90	102
6	O=C(CSc1nnc(CCc2ccccc2)n1-c1ccc(Cl)cc1)c1ccccc1	104	100	101	103
7	COc1ccc(-c2n[nH]c(C)c2-c2cnn(-c3ccccc3)c2)c(O)c1	61	109	95	120
8	CCOC(=O)Cc1csc(NC(=O)CCC(=O)O)n1	114	113	100	113
9	O=C(Nc1cccc(F)c1)/C(=C\c1ccco1)NC(=O)c1ccco1	107	106	107	90
10	O=C(NCCCn1ccnc1)c1cn(Cc2ccc(F)cc2)nn1	116	111	84	94

#	GRK2 aptamer HTS	VLA-4 inh	RPL19A-GFP yeast	MEP2-GFP yeast
1	5	4	102	103
2	0	0	98	104
3	0	-6	91	87
4	2	-2	100	96
5	4	7	88	89
6	20	-1	104	104
7	1	6	96	104
8	0	-2	101	95
9	0	7	105	114
10	3	4	101	132

#	SMILES	AGP1 TOR yeast	LAP4 TOR yeast	CIT2 TOR yeast	Yeast superoxide
11	O=C(CNC(=O)c1ccccc1F)OCn1nnc2ccccc2c1=O	98	104	97	115
12	Cc1ccc(NC(=O)Nc2nnc(CSCCOc3ccc(Cl)cc3)s2)cc1	106	97	106	105
13	Cc1cc(O)c(NC(=S)NC(=O)c2ccc(-c3ccc(Cl)cc3)o2)cc1C	102	107	106	102
14	O=C(O)c1cccc(Cn2c(Cl)c(/C=N/Nc3ccccc3)sc2=O)c1	101	107	100	87
15	Cc1ccc(Sc2ccc(/C=C3/C(=O)NN(c4ccccc4)C3=O)o2)cc1	99	92	97	105
16	O=c1c2cc(N3CCOCC3)ccc2[nH]c(=S)n1CCc1ccccc1	104	106	93	117
17	COC(=O)CSc1ncnc2c1cnn2-c1ccc(C)cc1C	100	96	96	114
18	COc1cccc(NC(=O)CSc2nnc(-c3ccoc3C)n2-c2ccccc2)c1	97	.	96	99
19	C=CCSC1=Nc2sccc2C2=NC(=O)CN12	104	100	103	103
20	CNC[C@@H]1Oc2ccc(NC(=O)Nc3ccccc3)cc2C(=O)N([C@@H](C)CO)C[C@H]1C	104	100	106	102

#	GRK2 aptamer HTS	VLA-4 inh	RPL19A-GFP yeast	MEP2-GFP yeast
11	0	16	97	97
12	1	2	106	108
13	0	5	101	107
14	1	12	97	109
15	0	11	104	92
16	0	3	94	96
17	2	-1	97	98
18	1	15	98	97
19	1	-12	102	100
20	0	8	106	99

#	SMILES	AGP1 TOR yeast	LAP4 TOR yeast	CIT2 TOR yeast	Yeast superoxide
21	CCCCC1CCC(C(=O)OCC(=O)Nc2ccc(S(N)(=O)=O)cc2)CC1 (stereo unspecified)	95	105	107	78
22	COc1ccc(OC)c(N(CC(=O)Nc2ccccc2)S(C)(=O)=O)c1	100	100	100	113
23	CCOC(=O)c1c(NC(=O)c2ccc(C)cc2)sc2c1CC(C)(C)NC2(C)C	103	107	97	107
24	O=C1OCCC1Sc1nnc(-c2ccccc2Cl)n1Cc1ccccc1 (stereo unspecified)	99	97	107	102
25	c1ccc(C2CCC(N3CCNCC3)CC2)cc1 (stereo unspecified)	106	103	104	122
26	C=CCn1c(C)cc(C(=O)COC(=O)/C=C/c2ccc(OC)cc2)c1C	94	93	72	106
27	COc1ccc(C(=O)Nc2ccc(CN3CCOCC3)cc2)cc1	103	102	100	87
28	Cc1ccc(NC(=O)Nc2cnccn2)c(C)c1	86	90	94	92
29	COc1cc(CN2CCN(Cc3ccc4cc(F)ccc4n3)CC2CCO)cc(OC)c1 (stereo unspecified)	108	93	98	96
30	COCC(=O)n1cc(C(=O)OC)c2ccccc21	92	101	81	100

#	GRK2 aptamer HTS	VLA-4 inh	RPL19A-GFP yeast	MEP2-GFP yeast
21	3	0	102	106
22	0	2	94	99
23	0	10	97	110
24	0	0	99	100
25	4	19	100	111
26	2	0	101	103
27	0	0	103	102
28	1	-6	100	105
29	0	-3	99	98
30	0	-2	97	94

#	SMILES	AGP1 TOR yeast	LAP4 TOR yeast	CIT2 TOR yeast	Yeast superoxide
31	O=C(CC1SC(=Nc2ccc(OC(F)F)cc2)N(CCN2CCOCC2)C1=O)Nc1ccccc1 (stereo unspecified)	105	106	103	101
32	Cc1cccc(C)c1NC(=O)CNC(=O)C(NC(=O)c1ccc(C(C)(C)C)cc1)C(C)C (stereo unspecified)	98	99	105	112
33	Cc1cccc(NC(=O)C2CCCN2S(=O)(=O)c2ccc(F)cc2)c1C (stereo unspecified)	106	107	106	92
34	COc1ccc(NC(=O)COC(=O)Cc2cccs2)cc1OC	109	111	101	77
35	COc1ccc(C)cc1NC(=O)CCNS(=O)(=O)c1cccc(C(F)(F)F)c1	101	103	88	116
36	CCCCOC(=O)Nc1ccc(N2CCOCC2)cc1	103	110	100	121
37	COCc1c(C#N)c(NCc2cc(OC)c(OC)c(OC)c2)nc(C)c1[N+](=O)[O-]	108	110	111	93
38	O=C(NNC(=O)c1c(O)c2ccccc2[nH]c1=O)c1ccccc1	107	90	100	80
39	CCOC(=O)c1sc(NC(=O)CSc2nnc(-c3ccco3)o2)c(C(=O)OCC)c1C	99	95	100	107
40	COC(=O)Cc1csc(Nc2ccc(Cl)cc2)n1	95	103	107	80

#	GRK2 aptamer HTS	VLA-4 inh	RPL19A-GFP yeast	MEP2-GFP yeast
31	0	3	100	99
32	0	1	102	106
33	0	4	99	99
34	1	-1	101	104
35	2	6	96	105
36	3	1	101	96
37	0	-2	103	120
38	1	0	108	102
39	0	-2	101	97
40	1	9	100	100

#	SMILES	AGP1 TOR yeast	LAP4 TOR yeast	CIT2 TOR yeast	Yeast superoxide
41	Cc1ccccc1OCCCCc1c(C)n[nH]c1C	98	108	101	80
42	COc1ccc2nc(N3CCN(C(=O)C4COc5ccccc5O4)CC3)sc2c1 (stereo unspecified)	79	104	68	103
43	CCOC(=O)/C(C#N)=C1/CCCCCN1C	107	112	101	100
44	COc1ccccc1CNC(=O)c1ccc(OCC2CCCO2)cc1 (stereo unspecified)	103	97	106	103
45	O=c1cc(-c2ccc3c(c2)OCCO3)oc2ccc(Cl)cc12	97	92	94	96
46	CC(C)(C)c1cc(CCC(=O)N2CCC2)cc(C(C)(C)C)c1O	98	98	98	108
47	COC(=O)c1c(NC(C)=O)sc(C(=O)Nc2ccccc2OC)c1C	92	111	90	105
48	Cn1c(=O)n(CCc2ccccc2)c(=O)c2c1nc1n2CCCN1c1ccccc1	87	93	91	88
49	CC(=O)c1nn(-c2cccc(Br)c2)cc1C(=O)c1ccc(Cl)cc1	102	96	103	108
50	Cn1ccc(=S)c2ccccc21	99	93	91	88

#	GRK2 aptamer HTS	VLA-4 inh	RPL19A-GFP yeast	MEP2-GFP yeast
41	2	-7	100	99
42	0	26	81	88
43	2	5	100	101
44	0	0	108	106
45	3	-4	103	95
46	0	-4	104	105
47	0	-1	103	109
48	0	-2	92	91
49	6	6	104	106
50	4	-7	97	88

Arranged by the number under AGP1 TOR yeast (highest first): some entries from above.
entry	structure	AGP1 TOR yeast
1	COc1ccccc1NC(=O)N1CCCC(C(=O)Nc2cccc(C)c2C)C1 (stereo unspecified)	106
35	COc1ccc(C)cc1NC(=O)CCNS(=O)(=O)c1cccc(C(F)(F)F)c1	101
32	Cc1cccc(C)c1NC(=O)CNC(=O)C(NC(=O)c1ccc(C(C)(C)C)cc1)C(C)C (stereo unspecified)	98

The list continues.
#	SMILES	AGP1 TOR yeast	LAP4 TOR yeast	CIT2 TOR yeast	Yeast superoxide
51	COCCCNC(=O)Cn1c(=O)n(Cc2ccccc2Cl)c(=O)c2cc(OC)c(OC)cc21	103	105	103	95
52	CSc1ccc(-c2cccc([N+](=O)[O-])c2)nn1	110	112	102	98
53	COc1cccc(C(=O)C2CCCN(Cc3cccn3-c3ccccn3)C2)c1 (stereo unspecified)	95	93	.	101
54	c1ccc2c(c1)oc1c(NCCN3CCOCC3)ncnc12	106	110	118	97
55	CCOCC(=O)Nc1cc([N+](=O)[O-])ccc1OC	105	100	94	111
56	Cc1cccc(N2CC(O)(c3cccs3)[N+]3=C2CCCC3)c1 (stereo unspecified)	96	98	89	104
57	O=C(NCCN1CCOCC1)C1CCN(c2nc3ccccc3o2)CC1	91[may fluoresce red]	84[may fluoresce red]	87[may fluoresce red]	95
58	CN(CC(=O)Nc1cccc(F)c1)CC(=O)N(C)CC(=O)Nc1ccccc1Br	112	105	103	92
59	O=C(NC(=S)N1CCN(C/C=C/c2ccccc2)CC1)c1c(F)cccc1F	87	97	92	96
60	COc1ccc([C@@H]2CC=C(C(=O)O)[C@H](c3ccc(F)cc3)N2S(=O)(=O)c2ccccc2C)cc1	89	131	117	99

#	GRK2 aptamer HTS	VLA-4 inh	RPL19A-GFP yeast	MEP2-GFP yeast
51	0	6	98	97
52	0	-3	92	108
53	0	-1	97	95
54	0	-5	104	107
55	0	-6	101	99
56	0	3	89	94
57	2	1	?	85[may fluoresce red]
58	0	1	102	100
59	0	8	97	85
60	0	2	99	94

#	SMILES	AGP1 TOR yeast	LAP4 TOR yeast	CIT2 TOR yeast	Yeast superoxide
61	CCOc1ccc(CCNC(=O)C2(c3ccccc3)CC2)cc1OCC	98	94	99	98
62	O=C(COc1ccc([N+](=O)[O-])cc1)Nc1cccnc1	101	101	100	105
63	Clc1cc2c(nn1)Nc1ccccc1S2	109	120	102	82
64	O=C(Nc1ccc(-c2nnn(CC(=O)N3CCN(C(=O)c4ccco4)CC3)n2)cc1)c1ccccc1F	102	89	108	73
65	Cc1nc(NC2=NCN(CCCN3CCOCC3)CN2)nc2c(C)cccc12	.	106	93	99
66	O=C(Cn1cc(SCc2ccc(F)cc2)c2ccccc21)N1CCOCC1	86	80	86	95
67	Cc1ccc2nc(NC(=O)CSc3nc4ccccc4o3)sc2c1	96	104	92	107
68	O=C(NCCCn1ccnc1)C(=O)NCc1ccc(Cl)cc1	106	102	113	106

#	GRK2 aptamer HTS	VLA-4 inh	RPL19A-GFP yeast	MEP2-GFP yeast
61	3	-1	96	102
62	1	2	99	97
63	0	19	97	104
64	2	16	102	111
65	0	1	85	146
66	0	4	106	99
67	2	-5	97	102
68	0	-2	104	102

Arranged by formula weight (low to high): some entries from above.
#	SMILES	AGP1 TOR yeast	LAP4 TOR yeast	CIT2 TOR yeast	Yeast superoxide
63	Clc1cc2c(nn1)Nc1ccccc1S2	109	120	102	82
62	O=C(COc1ccc([N+](=O)[O-])cc1)Nc1cccnc1	101	101	100	105
67	Cc1ccc2nc(NC(=O)CSc3nc4ccccc4o3)sc2c1	96	104	92	107
65	Cc1nc(NC2=NCN(CCCN3CCOCC3)CN2)nc2c(C)cccc12	.	106	93	99
64	O=C(Nc1ccc(-c2nnn(CC(=O)N3CCN(C(=O)c4ccco4)CC3)n2)cc1)c1ccccc1F	102	89	108	73

#	GRK2 aptamer HTS	VLA-4 inh	RPL19A-GFP yeast	MEP2-GFP yeast
63	0	19	97	104
62	1	2	99	97
67	2	-5	97	102
65	0	1	85	146
64	2	16	102	111
